# Screening data: PubChem, National Center for Advancing Translational Sciences (NCATS)
# Glioma ERSR ind = induces the endoplasmic reticulum stress response in human glioma cells. U87-MG GRP78 promoter luciferase reporter, 16 h. Potency, µM, without a hit: at the highest dose activation, actives largely listed as activators. 420,000 compounds, 0.02% hits; further: potency means the concentration at half of the fitted maximal effect; series mostly up to about 76 µM; % of control where 0% means no effect; nearly all actives have a fitted effect of over 35% in size
#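 Stably transfected U87-MG human glioma cells carrying a GRP78-based luminescent sensor were seeded at 1000 cells/well, pin-dosed with compounds and incubated 16 h. Luciferase reagent was then added, and end-point luminescence was read after 10 min at room temperature.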
# USP1-UAF1 inh = USP1/UAF1 (human) deubiquitinase inhibition | O94782 | recombinant USP1/UAF1, Ub-Rhodamine cleavage fluorescence | Potency, µM (titrated, usually from 57.1 µM), inactives show top-dose activity change, negative = inhibition, actives largely listed as inhibitors | 390,000 compounds, 0.23% hits; further: potency means the concentration at half of the fitted maximal effect; on the % scale 0 is the no-effect control and ±100 the full control effect; nearly all actives have a fitted effect of over 60% in size; inactives centre near -12
#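 1 nM enzyme complex + cpd, 15 min RT; start with Ub-Rho 150nM final; kinetic fluorescence ex 480/em 540, 6 reads q60 s. Buffer 50mM HEPES pH 7.8, 0.5mM EDTA, 0.1 mg/ml BSA, 1mM TCEP, 0.01% Tween-20.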
# PI4K2A inh = blocks human PI4K2A kinase activity; Q9BTU6; purified PI4K2A, ADP-Glo luminescence, 1 h; stronger effect = lower value; activity change, negative = inhibition, % at 76.9 µM; 420,000 compounds, 0.13% hits; AID 1346378; in the data active means activity change below about -50%; inconclusive means mostly about -30% to -49%;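 further: -100% = wells without enzyme as full effect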
#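 Compounds are screened against recombinant PI4K2A using PI as substrate and ATP, the latter dispensed at 300 microM. Reactions run one hour at ambient temperature before ADP-Glo detection; full inhibition defined by wells lacking enzyme.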
# IDH1 R132H inh = human IDH1 R132H inhibition; O75874; IDH1-R132H enzyme, NADPH consumption, diaphorase/resazurin fluorescence; Potency, µM (top dose mostly 76.6 µM), inactives show at the top dose activity change, negative = inhibition, hits mostly inhibitors; 390,000 compounds, 0.093% hits; further: potency means the concentration at half of the fitted maximal effect; on the % scale 0 is the no-effect control and ±100 the full control effect; nearly all actives have a fitted effect of over 65% in size
#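 IDH1-R132H (0.5 ug/mL dispensed) in pH 7.5 Tris buffer was preincubated 30 min with compound, then given a substrate mix of 0.016 mM NADPH and 2 mM alpha-KG for 80 min at room temperature; remaining NADPH was read by diaphorase/resazurin fluorescence.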
# Vif-A3G inh = inhibitors of Vif-APOBEC3G interaction; Q9HC16; HeLa A3G-eYFP + Vif (tagged APOBEC3G with the HIV-1 protein that degrades it), YFP fluorescence, overnight; Potency, µM (series often up to 46.1 µM), for inactives: at the highest dose activity, negative = active, usual class: inhibitors; 410,000 compounds, 0.076% hits;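 further: potency means the concentration at half of the fitted maximal effect; on the % scale 0 is the no-effect control and ±100 the full control effect; nearly all actives have a fitted effect of over 60% in size; hits raise eYFP signal because A3G escapes Vif-driven loss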
# Target sequence (Q9HC16 whole entry, looked up): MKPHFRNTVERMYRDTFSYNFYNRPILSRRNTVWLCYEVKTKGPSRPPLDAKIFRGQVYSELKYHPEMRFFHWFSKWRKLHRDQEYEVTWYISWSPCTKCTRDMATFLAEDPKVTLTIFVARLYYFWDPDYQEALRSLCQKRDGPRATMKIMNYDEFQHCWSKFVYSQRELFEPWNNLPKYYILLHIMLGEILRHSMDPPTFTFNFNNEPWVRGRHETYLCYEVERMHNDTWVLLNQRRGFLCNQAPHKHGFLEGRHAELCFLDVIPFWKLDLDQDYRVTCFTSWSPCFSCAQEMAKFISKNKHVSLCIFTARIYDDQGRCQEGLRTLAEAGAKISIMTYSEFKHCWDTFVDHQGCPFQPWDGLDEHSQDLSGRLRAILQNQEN
#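 HeLa cells stably expressing Vif and C-terminally eYFP-tagged A3G, seeded overnight at 37 deg C, then exposed to compound by pintool overnight at 37 deg C. Rise in yellow fluorescence (Ex 488/Em 500-530, Acumen) marks blocked Vif-driven A3G degradation.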
# LDHA inh = LDHA (human) enzyme inhibition | P00338 | purified LDHA, NADH/diaphorase-resazurin fluorescence; stronger effect = lower value | activity change, % (values are at about 110 or 230 µM) | 480,000 compounds, 0.15% hits; in the data active means activity change below about -30%; inconclusive means mostly about -25% to -30%;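 further: plate controls were DMSO wells for no effect and wells without enzyme for full effect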
#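 Enzyme activity of human lactate dehydrogenase 5 (2 nM; 0.06 mM NADH, 0.2 mM pyruvate, 5 min, RT) is measured via a resazurin/diaphorase fluorescence readout of residual NADH.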
# RXFP1 ag = RXFP1 (human) receptor agonism; 370,000 compounds, 0.3% hits; Potency, µM (titrated, usually from 57.5 µM), for inactives: at the top dose activation, usual class: activators; HEK293T-RXFP1 cAMP TR-FRET, 30 min; response scale: percent of porcine relaxin response, buffer zero; AID 2676; Q9HBX9; further: potency means the concentration at half of the fitted maximal effect; on the % scale 0 is the no-effect control and ±100 the full control effect; nearly all actives have a fitted effect of over 60% in size; many of its hits are not listed in these tables
#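 HEK293 cells stably expressing RXFP1, treated 30 min at 37C with compounds plus PDE4 inhibitor Ro 20174; cAMP measured by HTRF TR-FRET. Normalized to buffer and 29 nM porcine relaxin; EC50 by Hill fit.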
# TrxR1 substrate = is turned over as a substrate by rat TrxR1 | O89049 | purified TrxR1 substrate turnover, NADPH consumption readout | Potency, µM (highest dose often 114 µM), without a hit: at the top dose activity change, negative = substrate turnover | 390,000 compounds, 0.01% hits | AID 588456; further: potency means the concentration at half of the fitted maximal effect; on the % scale 0 is the no-effect control and ±100 the full control effect; nearly all actives have a fitted effect of over 50% in size
# Target sequence (O89049 whole entry, looked up): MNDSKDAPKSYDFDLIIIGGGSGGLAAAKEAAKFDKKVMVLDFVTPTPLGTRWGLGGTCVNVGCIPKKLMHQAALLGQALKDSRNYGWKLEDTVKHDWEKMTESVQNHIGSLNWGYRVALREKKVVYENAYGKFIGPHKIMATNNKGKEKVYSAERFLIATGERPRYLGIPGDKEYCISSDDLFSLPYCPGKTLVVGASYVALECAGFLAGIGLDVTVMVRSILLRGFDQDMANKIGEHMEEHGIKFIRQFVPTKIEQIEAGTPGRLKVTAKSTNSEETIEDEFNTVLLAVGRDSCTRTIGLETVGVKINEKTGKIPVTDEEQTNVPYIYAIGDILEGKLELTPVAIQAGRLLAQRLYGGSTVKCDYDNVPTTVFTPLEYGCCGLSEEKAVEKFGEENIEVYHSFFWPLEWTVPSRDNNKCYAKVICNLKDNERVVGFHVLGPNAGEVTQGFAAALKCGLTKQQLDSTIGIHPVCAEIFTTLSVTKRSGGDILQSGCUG
#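 Rat TrxR1, dispensed at 90 nM, was prereduced with 400 uM NADPH (final) for 5 min at ~22 deg C, then incubated with compound 15 min before 400 uM selenite. A first-read NADPH fluorescence drop versus no-compound background flagged substrates.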
# Vif-APOBEC3F blk = Vif-A3F binding inhibition. Potency, µM (titrated, usually from 46.1 µM), inactives show at the highest dose activity, negative = active. HeLa A3F-eYFP + Vif (tagged APOBEC3F with the HIV-1 protein that degrades it), YFP fluorescence increase. AID 602313. 390,000 compounds, 0.2% hits; further: potency means the concentration at half of the fitted maximal effect; % of control where 0% means no effect; nearly all actives have a fitted effect of over 65% in size
#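 HeLa cells stably expressing Vif plus C-terminally eYFP-tagged A3F were seeded, incubated overnight at 37 deg C, dosed with compound, incubated overnight again at 37 deg C. Yellow fluorescence (Ex 488/Em 500-530) reported blocked Vif-mediated A3F-eYFP degradation.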
# The depositor's hits bear a star; ? = inconclusive; / = not tested or not shown; & = joins results of further samples; [ ] = another dose, or the depositor's remark. Unless noted, the call rests on the fitted dose curve; in most records, active means well fitted curve in the direction sought with a large enough effect; inconclusive means small, poorly fitted or top-dose-only effect, or another doubt; inactive means no such curve, though single readings can be large; an effect the other way counts as inactive or inconclusive.
SMILES,Glioma ERSR ind,USP1-UAF1 inh,PI4K2A inh,IDH1 R132H inh,Vif-A3G inh,LDHA inh,RXFP1 ag,TrxR1 substrate,Vif-APOBEC3F blk
CCOC(=O)c1sc2nc3n(c(=O)c2c1C)CCC(C)CC3 (centres undefined),0.2%,2.4%,-1.8,1.6%,-2.2%,-9.5,2.1%,7.6%,-0.6%
CCn1c(COc2ccc(=O)n(-c3ccccc3)n2)nnc1SCc1cccc(OC)c1,-3.6%,-9.1%,-6.8,4.2%,0.3%,4.0,0.6%,14.0%,3.8%
Fc1ccc(C(c2nnnn2CCc2ccccc2)N2CCCc3ccccc32)cc1 (centres undefined),-5.7%,-11.9%,-2.3,3.2%,0.4%,-0.4,2.1%,-6.1%,-1.2%
CC(C)[C@H](NC(=O)c1ccccc1F)C(=O)NC1CCCCCCC1,-2.2%,4.6%,1.7,6.6%,-0.1%,-2.9,/,-9.1%,-8.7%
CCOC(=O)C1=C(N)Oc2c(oc(CO)cc2=O)C1c1ccc(F)cc1 (centres undefined),-8.4%,-19.5%,-24.0,10.8%,-7.7%,0.5,-2.7%,7.0%,/
CCN(CC)CCNC(=O)CSc1nc2nc(C)c(Cc3ccccc3)c(C)n2n1,-1.7%,-14.9%,-0.4,11.5%,-10.0%,-3.1,5.2%,5.4%,-1.9%
COc1ccc(NC(=O)C2CCCN2S(=O)(=O)c2ccc3c(c2)CCC(=O)N3)cc1Cl (centres undefined),-4.2%,-8.5%,5.8,0.0%,2.6%,-1.0,0.5%,5.9%[57.1 µM],4.6%
O=C(Nc1ccccc1N1CCCC1)c1ccc(Cl)c(S(=O)(=O)N2CCOCC2)c1,-3.8%,-3.9%,3.9,2.8%,0.4%,-2.9,-0.5%,-12.9%,1.1%
Cc1ccccc1C(=O)N1CCC(N2CCN(Cc3ccc(F)cc3)C(=O)C2=O)CC1,-0.6%,-25.3%,1.6,8.1%,-5.2%,1.0,3.0%,0.2%[57.1 µM],1.1%
Cc1cc(C)cc(N(CC(=O)N2CCCC2)S(C)(=O)=O)c1,-4.4%,-17.1%,-1.9,4.2%,-2.8%,-8.8,-0.6%,10.7%[57.1 µM],1.0%
Cc1ccc2cc(C#N)c(SCC(=O)NCc3ccco3)nc2c1,-3.4%,-20.2%,-21.1,-1.0%,-8.2%,0.0,12.3%,8.6%[57.1 µM],-0.8%
C=CCn1c(CCc2ccccc2)nnc1SCC(=O)OC,-3.6%,-7.4%,-3.8,-1.8%,-0.1%,-6.6,2.2%,4.0%,-1.6%
CCCC[N+](C)(C)CCC(=O)NC(C)(C)CS(=O)(=O)[O-],-0.2%,-11.7%,-3.4,8.9%,1.6%,-3.3,1.9%,-10.7%[57.1 µM],4.0%
COC(=O)c1ccccc1NC(=O)C1CCN(S(C)(=O)=O)CC1,-3.1%,-11.4%,-0.7,0.3%,-0.3%,-11.5,0.0%,18.0%,-3.9%
CCOC(=O)c1c(C)nc2ccc(C)cn12,-1.0%,4.5%,-21.2,-2.4%,-0.7%,-5.5,7.2%,-4.9%,-2.7%
CCc1ccc(CNC(=O)C(C)n2ccc3cc(S(=O)(=O)N4CCCCCC4)ccc32)cc1 (centres undefined),-4.7%,?,0.0,0.0%,-0.2%,-3.4,2.9%,16.1%,-4.5%
COC(=O)Nc1ccc2c(c1)Nc1ccccc1CC2,4.6%,-23.3%,4.4,-5.8%,-14.5%,2.8,-0.2%,-5.0%,-11.0%
COc1ccc(/C=N/n2cnc3scc(-c4cccs4)c3c2=O)cc1OC,-3.2%,-22.3%,-1.4,2.9%,-4.2%,-0.3,0.5%,-3.8%,2.1%
Cc1cc(=O)n2nc(N3CCCC(C(=O)NCc4ccc(Cl)cc4)C3)sc2n1 (centres undefined),0.3%,-21.7%,-3.0,-6.6%,0.6%,-1.7,4.2%,-3.7%,-1.5%
CCOc1cccc2cc(S(=O)(=O)c3ccccc3F)c(=O)oc12,-1.7%,-24.5%,5.3,-1.9%,?,-0.8&0.9,-1.0%,4.1%,-0.4%
COc1cc(C(=O)Nc2scc(-c3ccc(Br)cc3)c2C(=O)O)cc(OC)c1OC,-1.6%,-25.3%,-3.4,21.2%,1.6%,3.5,-1.3%,-1.1%,8.2%
NS(=O)(=O)c1ccc(NC(=O)/C=C/c2ccco2)cc1,3.1%,-14.5%,-8.6,-18.7%,-0.1%,-18.8,1.9%,-13.8%,-2.4%
Cc1ccc2c(Cl)cc(Cl)c(OCc3c(C)noc3C)c2n1,0.1%,-17.8%,-2.4,4.7%,1.2%,-3.3,0.4%,-2.5%,-11.9%
Cc1ccc(-c2nn(CCC(=O)Nc3ccc(OC(F)(F)F)cc3)c(=O)c3ccccc23)cc1,-5.7%,-24.2%,0.7,-1.2%,3.2%,-0.7,6.2%,-1.5%,-1.2%
Cn1c(=O)c2c(ncn2CC(=O)OCc2ccccc2)n(C)c1=O,-1.8%,-4.1%,-1.1,13.0%,-0.7%,-2.5,2.2%,4.9%,-6.4%
# (cont.)
SMILES,Glioma ERSR ind,USP1-UAF1 inh,PI4K2A inh,IDH1 R132H inh,Vif-A3G inh,LDHA inh,RXFP1 ag,TrxR1 substrate,Vif-APOBEC3F blk
O=C(c1cccc(S(=O)(=O)N2CCc3ccccc32)c1)N1CCN(CCO)CC1,-1.3%,-7.2%,-2.5,7.8%,1.4%,2.4,/,1.5%[2.29 µM],-0.9%
Cc1c(C(=O)NCc2cccc(C(F)(F)F)c2)sc(=O)n1Cc1ccc(F)cc1,11.1%,/,3.0,/,0.9%,1.1,/,/,/
COc1ccccc1C(O)(c1ccccc1)c1ccccc1OC,-1.6%,-11.3%,-3.6,-3.4%,-0.5%,-3.2,/,-0.5%[2.29 µM],0.9%
COc1ccc(-c2cnn3c(N)c(S(=O)(=O)c4ccccc4)cnc23)cc1,-6.4%,-4.6%,-4.8,4.7%,-3.3%,1.3,0.2%,-5.0%,2.2%
CSc1sc(-c2nnc(SCC(=O)Nc3ccccc3)n2C)c2c1C=CCC2,-5.5%,-10.8%,1.9,0.0%,-0.2%,-8.0,2.5%,-8.9%[57.1 µM],12.0%
COCCCN1C(=O)c2ccc(C(=O)N3CCN(c4ccc(OC)cc4)CC3)cc2C1=O,-0.3%,-8.3%,-2.6,-3.6%,2.8%,-1.9,-1.2%,-4.6%,-3.0%
CC(NC(=O)C(C(=O)c1cccc([N+](=O)[O-])c1)n1cc(Cl)ccc1=O)c1ccccc1 (centres undefined),-5.5%,-21.8%,-2.1,-3.6%,-0.4%,-4.2,1.0%,-3.5%,9.8%
Cc1ccc(-c2nnc(-c3cccc(NC(=O)c4cccs4)c3)o2)cc1,-3.8%,-19.2%,-3.5,7.2%,-0.1%,-5.5,2.3%,14.0%[57.1 µM],3.1%
COc1cccc(NC(=O)CSCc2nc3sc(C)c(C)c3c(=O)[nH]2)c1,1.1%,?,0.7,-13.9%,-2.0%,-16.5,/,/,-9.6%
CS(=O)(=O)N(CC(=O)O)c1cccc(Cl)c1,-1.4%,-11.8%,6.7,1.7%,3.4%,-0.2,1.4%,4.3%[57.1 µM],-2.8%
COC(=O)c1ccccc1NC(=O)c1ccc2c(=O)n3c(nc2c1)CCCCC3,/,-21.9%,-4.3,/,/,2.3,1.4%,2.8%,/
COc1ccc2sc(-c3ccc(S(C)(=O)=O)cc3)c(-c3ccc(C(N)=O)cc3)c2c1,-1.2%,-14.1%,-0.3,-1.4%,-3.2%,-8.1,/,14.5%,-3.1%
O=C(COc1ccccc1F)Nc1ccc2nc(SCc3ccccc3)sc2c1,-2.6%,-11.7%,-9.7,-2.7%,1.1%,-6.5,-0.6%,-6.2%,1.8%
COc1ccc(Cl)cc1NS(=O)(=O)c1c(C)nc2scc(C)n2c1=O,-3.7%,-14.2%,1.4,8.4%,2.3%,0.5,4.3%,-9.7%,-2.9%
COc1ccc(CN(Cc2cc3ccc(C)cc3[nH]c2=O)Cc2nnnn2C2CCCC2)cc1,-2.8%,-33.7%,0.4,-0.7%,5.1%,6.9,3.7%,-3.8%,-0.4%
COc1cc(C(=O)OCc2ccc([N+](=O)[O-])cc2)cc(OC)c1OC,-2.3%,-9.6%,-8.4,-8.8%,0.8%,1.3,-0.8%,7.5%,-11.4%
CC(C)CCOc1ccc(NC(=O)C2OC3OC(C)(C)OC3C3OC(C)(C)OC23)cc1 (centres undefined),-3.2%,-10.6%,0.2,5.8%,0.7%,-3.0,-1.8%,-2.5%,2.1%
O=C(Cn1ccc([N+](=O)[O-])n1)NCc1nc2ccccc2[nH]1,3.1%,?,5.0,5.3%,-2.8%,-2.7,3.3%,5.0%,3.4%
CCOC(=O)C(C(=O)NCC1CCCO1)C1CCCCC1 (centres undefined),-1.9%,-19.8%,-3.4,3.2%,-5.9%,-1.6,1.6%,-10.0%[57.1 µM],3.4%
O=C(Nc1ccc(O)c2c(=O)cc(-c3ccccc3Cl)oc12)c1ccccc1Cl,-4.1%&-4.1%,-10.8%,-2.7,-1.4%,-5.2%,-7.3,1.0%,4.4%[57.1 µM],1.8%
COc1ccc(C2=Nc3cc(C)ccc3OC2)cc1,-5.2%,-10.7%,-4.3,4.3%,0.0%,13.5,-2.6%,3.2%,-17.9%

# Not all compounds are listed (hit frequency here may not be typical).
